FUS yeast rescue – rescues growth of FUS-expressing yeast | 390,000 compounds, 0.24% hits | Potency, µM (top dose mostly 76.6 µM), for inactives: at the highest dose growth rescue (activation), actives largely listed as activators | S. cerevisiae FUS-expressing, growth rescue, OD600, 24 h;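 note: plate controls were DMSO vehicle for no effect and reference control for full effect; nearly all actives have a fitted effect of over 55% in size; some results filed as inactive show a strong effect at the top dose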
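Cultures pregrown in 2.5% raffinose medium are shifted to minimal medium containing 2% galactose to express toxic FUS. Compounds are tested at several concentrations. After 24hr at 30C, growth is quantified at 600 nm absorbance.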
TDP-43 yeast inh – inhibitors of TDP-43 toxicity in yeast | TDP-43 expressing yeast growth rescue, BacTiter-Glo, 24 h | Potency, µM (highest dose often 46.1 µM), without a hit: at the top dose growth rescue (activation), hits mostly activators | 410,000 compounds, 1.8% hits; note: % of control where 0% means no effect; nearly all actives have a fitted effect of over 50% in size
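Luminescence from BacTiter-Glo reports growth of TDP-43-expressing yeast after 24 hr at 30 deg C with compound. Cells were raffinose-pregrown to mid-log, then seeded in galactose medium at OD600=0.02.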
EPAC2 antagonist – antagonists of human EPAC2 | Q8WZA2 | EPAC2 GEF exchange of Rap1B-BODIPY-GDP, fluorescence | Potency, µM (titrated, usually from 114 µM), for inactives: top-dose activity, negative = inhibition, hits mostly inhibitors | 360,000 compounds, 0.18% hits | AID 720708; note: % is set by controls: 0 for no effect and ±100 for the full control effect; nearly all actives have a fitted effect of over 45% in size; many of its hits are not listed in these tables
EPAC1 antag – antagonists of human EPAC1; EPAC1 GEF assay, Rap1b-BODIPY-GDP exchange fluorescence; Potency, µM (series often up to 115 µM), inactives show at the top dose activity change, negative = inhibition, actives largely listed as inhibitors; 360,000 compounds, 0.14% hits; AID 720709;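 note: plate controls were vehicle for no effect and positive control for full effect; nearly all actives have a fitted effect of over 50% in size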
EPAC2 agonist – EPAC2 (human) agonism. Q8WZA2. EPAC2 activation, biochemical qHTS; response scale: 100% = 6.5 mM cAMP response. Potency, µM (doses to about 154 µM), without a hit: at the top dose activation, usual class: activators. 360,000 compounds, 0.079% hits. AID 720711; note: nearly all actives have a fitted effect of over 50% in size
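Readout is BODIPY fluorescence (480 nm excitation, 540 nm emission), which falls as labeled GDP is exchanged off Rap1B. EPAC2 at 100 nM acted on 250 nM RAP1B-BODIPY-GDP with 50 uM GDP present.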
EPAC1 ag – EPAC1 (human) agonism | O95398 | EPAC1 agonist qHTS, biochemical assay; response scale: 100% = response to 6.5 mM cAMP | Potency, µM (titrated, usually from 154 µM), for inactives: at the highest dose activation, actives largely listed as activators | 360,000 compounds, 0.073% hits | AID 720707; note: nearly all actives have a fitted effect of over 60% in size
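Multi-concentration qHTS readout: loss of Rap1B-bound BODIPY-GDP fluorescence driven by 100 nM EPAC1 with excess GDP (50 uM), monitored kinetically at room temperature; agonist response expressed relative to 6.5 mM cAMP.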
PTHR1 ag – PTHR1 (human) receptor agonism | Q03431 | HEK293 GP2 PTHR1 cells, GloSensor cAMP luminescence, 1 h | Potency, µM (top dose mostly 115 µM), inactives show at the top dose activation, actives largely listed as activators | 410,000 compounds, 0.075% hits | AID 743266; note: nearly all actives have a fitted effect of over 55% in size; some results filed as inactive show a strong effect at the top dose; inactives centre near -15; many of its hits are not listed in these tables
Target sequence (Q03431 whole entry, looked up): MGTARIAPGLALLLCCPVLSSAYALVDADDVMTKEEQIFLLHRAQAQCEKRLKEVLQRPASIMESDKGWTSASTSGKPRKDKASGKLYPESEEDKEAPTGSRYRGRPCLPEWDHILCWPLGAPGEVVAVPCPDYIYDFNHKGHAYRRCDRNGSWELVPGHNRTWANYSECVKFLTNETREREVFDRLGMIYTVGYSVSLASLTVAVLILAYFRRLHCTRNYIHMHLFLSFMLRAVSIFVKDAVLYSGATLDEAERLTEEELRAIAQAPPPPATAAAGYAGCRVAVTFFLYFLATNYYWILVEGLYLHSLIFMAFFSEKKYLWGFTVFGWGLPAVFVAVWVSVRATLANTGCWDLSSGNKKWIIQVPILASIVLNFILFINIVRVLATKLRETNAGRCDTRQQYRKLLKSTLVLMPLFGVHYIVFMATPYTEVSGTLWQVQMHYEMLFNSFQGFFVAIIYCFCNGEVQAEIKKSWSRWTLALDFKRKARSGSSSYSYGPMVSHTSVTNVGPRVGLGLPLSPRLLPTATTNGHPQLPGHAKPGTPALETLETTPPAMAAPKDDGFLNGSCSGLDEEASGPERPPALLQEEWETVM
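HEK-293-derived GP2 cells expressing PTHR1 and a GloSensor cAMP reporter, 3,000/well, plated overnight, given luciferin plus IBMX (each 0.5 mM as added) for 1 h at 37 °C, then compound for 1 h at 37 °C. Luminescence was read after 15 min at room temperature.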
aSyn rescue – rescues yeast growth from alpha-synuclein toxicity; Yeast expressing alpha-synuclein, growth rescue, BacTiter-Glo, 24 h; Potency, µM (highest dose often 46.1 µM), for inactives: top-dose growth rescue (activation), most hits filed as activators; 370,000 compounds, 0.14% hits; AID 652106; note: % of control where 0% means no effect; nearly all actives have a fitted effect of over 65% in size
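Screening used galactose-induced yeast with toxic alpha-synuclein levels, exposed to compound for 24 hr at 30 deg C. Cell growth, read with BacTiter-Glo luminescence, gave the measured signal.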
Numbers without * were called inactive; i = inactive; ? = inconclusive; nt = not tested or not shown; [ ] = remark or other dose. Calls come from the whole dose curve; as a rule, active = well fitted curve in the direction sought with a large enough effect; inconclusive = small, poorly fitted or top-dose-only effect, or another doubt; inactive = no such curve, though single readings can be large; an effect the other way counts as inactive or inconclusive. Potency is the fitted concentration of half-maximal effect. The list is partial; rates above refer to the full screens.

The opening four records, to show the layout:
Values run as follows: FUS yeast rescue	TDP-43 yeast inh	EPAC2 antagonist	EPAC1 antag	EPAC2 agonist	EPAC1 ag	PTHR1 ag	aSyn rescue
> O=S(=O)(c1ccccc1F)N1CCC(c2nc3ccccc3[nH]2)CC1
    -7%	-8%	0%	-22%	3%	12%	-27%	2%
> Cc1cccc2sc(N(CCCN(C)C)C(=O)c3ccc(S(=O)(=O)N4CCc5ccccc5C4)cc3)nc12
    ?	-10%	-2%	-19%	5%	-7%	-58%[inhibitor]	-16%
> Fc1ccc(C2=CC(c3ccco3)n3nnnc3N2)cc1 (configuration not stated)
    -10%	-1%	0%	10%	11%	8%	-9%	1%
> Cn1c(=O)c2c(nc3n2CC(COc2ccccc2)O3)n(C)c1=O (configuration not stated)
    -27%	3%	-5%	6%	-6%	-7%	-2%	11%

All compounds of this part, previewed entries included:
Values run as follows: FUS yeast rescue	TDP-43 yeast inh	EPAC2 antagonist	EPAC1 antag	EPAC2 agonist	EPAC1 ag	PTHR1 ag	aSyn rescue
> O=S(=O)(c1ccccc1F)N1CCC(c2nc3ccccc3[nH]2)CC1
    -7%	-8%	0%	-22%	3%	12%	-27%	2%
> Cc1cccc2sc(N(CCCN(C)C)C(=O)c3ccc(S(=O)(=O)N4CCc5ccccc5C4)cc3)nc12
    ?	-10%	-2%	-19%	5%	-7%	-58%[inhibitor]	-16%
> Fc1ccc(C2=CC(c3ccco3)n3nnnc3N2)cc1 (configuration not stated)
    -10%	-1%	0%	10%	11%	8%	-9%	1%
> Cn1c(=O)c2c(nc3n2CC(COc2ccccc2)O3)n(C)c1=O (configuration not stated)
    -27%	3%	-5%	6%	-6%	-7%	-2%	11%
> O=S(=O)(Nc1ccc(-c2cn3c(n2)SCC3)cc1)c1ccccc1F
    ?	2%	1%	-8%	11%	9%	i	-1%
> Cc1ccc(C(=O)OCC(=O)N2CCOCC2)cc1
    10%	7%	2%	-4%	2%	2%	i	2%
> N#CC1=C2N=C(N)c3ccccc3N2C2=C(C(=O)CCC2)C1c1ccc(F)cc1 (configuration not stated)
    ?	21%	-16%	-17%	14%	12%	-20%	4%
> C/C(=N/NC(=O)CNC(=O)c1ccccn1)c1ccccc1
    -27%	8%	6%[57.1 µM]	-9%	17%	-4%	i	1%
> CN(C)Cc1nc2c([nH]1)c(=O)n(C)c(=O)n2C
    -11%	0%	5%	-8%	8%	-2%	-23%	1%
> CN1C(=O)N(C)C2(c3ccccc3)NNC(N)=NC12c1ccccc1 (configuration not stated)
    16%	-10%	-2%	4%	9%	3%	i	-2%
> NC(c1ccccc1)c1csc(NC(=O)Nc2cccc(Cl)c2)n1 (configuration not stated)
    12%	8%	-5%	-18%	3%	6%	i	-27%
> COc1ccc(COC(=O)CCNC(=O)c2ccc(Cl)cc2)cc1
    -4%	2%	2%	-11%	-1%	-5%	-25%	6%
> Cc1ccc(C2=NN(C(=O)CNCCO)C(c3cccs3)C2)cc1 (configuration not stated)
    -14%	?	0%	-20%	7%	-1%	i	5%
> O=C(/C=C/c1ccc(F)cc1)NC(=S)Nc1ccccc1O
    9%	-15%	-1%	2%	3%	0%	i	2%
> COc1ccc(C(=O)n2cnc3ccccc32)cc1Br
    11%	?	2%	13%	2%	6%	-18%	14%
> O=C(Nc1ccccc1N1CCOCC1)c1ccc([N+](=O)[O-])s1
    4%	-92%[inhibitor]	5%	-41%	1%	-4%	-54%[inhibitor]	-30%
> COc1cccc(CC2(CO)CCCN(Cc3ccc(-c4ccco4)cc3)C2)c1 (configuration not stated)
    39%	?	-2%	-12%	3%	9%	-40%	4%
> Cc1ccc(S(=O)(=O)NCCC(=O)NNC(=O)c2ccccc2Cl)cc1C
    4%	14%	-2%	-1%	4%	2%	i	7%
> COc1ccccc1NS(=O)(=O)c1cccc(C(=O)NCc2ccccn2)c1
    nt	12%	-1%	6%	9%	9%	-3%	-5%
> COCCCNC(=S)Nc1ccc(C)cc1[N+](=O)[O-]
    -44%	9%	-3%	0%	6%	8%	-10%	0%
> O=C1C(=O)N(Cc2cccnc2)C(c2cccc([N+](=O)[O-])c2)/C1=C(/O)c1ccc2c(c1)OCO2 (configuration not stated)
    39%	-27%	3%	27%	?	2%	?	-2%
> O=C1c2ccccc2NC(c2cccc(F)c2)N1Cc1ccccc1 (configuration not stated)
    10%	?	-29%	-20%	6%	5%	i	3%
> COc1cc(SC)ccc1C(=O)OCC(=O)NCCNC(=O)COC(=O)c1ccc(SC)cc1OC
    25%	-10%	3%	-26%	2%	-1%	-28%	-2%
> O=C(CSc1nnc(-c2c[nH]c3ccccc23)o1)c1ccccc1
    -14%	-15%	13%	6%	4%	-11%	i	-4%
> Cc1ccc(S(=O)(=O)N2C[C@H]3C(=O)C[C@@H](c4ccccc4)N(S(=O)(=O)c4ccccc4[N+](=O)[O-])[C@H]3C[C@H]2c2ccccc2)cc1
    14%	3%	-4%	-7%	7%	-10%	-16%	-2%
> CC(=O)Nc1ccc(-c2csc(NCc3ccccc3)n2)cc1
    -1%	?	2%	2%	7%	-6%	-15%	1%
> COc1ccc(C(=O)NC(=S)Nc2ccc3[nH]c(=O)[nH]c3c2)c(OC)c1
    9%	-9%	-9%	1%	3%	-5%	-23%	-2%
> COc1ccc(Oc2ccc(C(F)(F)F)cc2NC(=O)c2ccc(F)cc2)cc1
    -7%	19%	-18%	-14%	13%	-2%	i	0%
> CS(=O)(=O)NCc1nnc(SCc2c(F)cccc2Cl)o1
    3%	-18%[9.22 µM]	13%	-3%	-12%	-3%	-13%	-1%
> Cc1[nH]c(=O)[nH]c(=O)c1S(=O)(=O)N1CCCC(C(=O)NCCc2ccccc2)C1 (configuration not stated)
    0%	8%	-2%	6%	0%	14%	i	1%
> COc1cccc(N2CCN(C(=O)c3ccc4nc(N5CCCCC5)sc4c3)CC2)c1
    ?	?	-2%	-9%	18%	1%	-67%[inhibitor]	3%
> N#CC1=C(N)OC2=C(C(=O)CCC2)C12CCC1(CC2)OCCO1
    33%	6%	-3%	11%	7%	17%	-2%[57.5 µM]	-2%
> CN=C1C=C/C(=N/N=c2\ccn(O)cc2C)C=C1C
    9%	-6%	?	-24%	-11%	-15%	-3%	-20%
> CC(=O)Nc1ccc(/C(C)=N/Nc2nc(N3CCOCC3)nc(N3CCOCC3)n2)cc1
    38%	-15%[9.22 µM]	-2%	6%	13%	12%	i	-1%
> COc1ccc(C(=O)NCC(C)NC(=O)c2ccc(OC)c(OC)c2)cc1OC (configuration not stated)
    -1%	-14%	10%	-2%	6%	6%	i	0%
> CCN(CC)CCCNC(=O)CSc1nc(-c2cccs2)cc(C(F)(F)F)n1
    11%	9%[9.22 µM]	5%	-22%	2%	12%	i	-1%
> COC(=O)c1ccc(OCC(=O)NC2CCCCCCC2)cc1
    10%	23%	-3%	-3%	4%	-5%	-19%	19%
> CCN(CC(=O)Nc1ccc(NC(C)=O)cc1)C(=O)CCCc1c[nH]c2ccccc12
    3%	-3%	-4%	-10%	5%	2%	-20%	1%
> Cc1ccc(CN(C(=O)COc2cccc(C)c2C)C2CCS(=O)(=O)C2)o1 (configuration not stated)
    nt	9%	3%	10%	-3%	1%	-25%	-2%
> CCN(CC)C(=O)C1=C(C)N(Cc2ccc(F)cc2)C(=O)C(CC(=O)NCc2ccco2)C1 (configuration not stated)
    -1%	9%	5%	-2%	5%	-13%	-20%	-4%
> O=S(=O)(c1ccccc1)c1cnc(-c2cccnc2)nc1-c1ccc(Cl)cc1Cl
    19%	?	-11%	-3%	14%	15%	i	2%
> COc1cc2c(cc1OC)CN(c1ccc3ccccc3n1)CC2
    23%	13%	-13%	-11%	15%	2%	-9%	3%
> Cc1cc(=O)oc2cc(OCC(=O)N3CC(=O)Nc4ccccc43)c(Cl)cc12
    -6%	-12%	5%	12%	1%	-6%	-14%	-5%
> FC(F)(F)c1cccc(NCc2n[nH]c(=S)n2C2CCCCC2)c1
    27%	?	-18%	-21%	-5%	-1%	i	13%
> CN(C)c1ccc(/C=N\S(=O)(=O)c2ccccc2)cc1
    12%	7%	0%	-9%	-11%	-29%	-23%	-13%
> O=C(NCC1CCCO1)Nc1cccc(Cl)c1 (configuration not stated)
    5%	7%	9%	4%	-2%	-5%	i	0%
> Cc1ccc(NC2CCCN(C(=O)c3ccc4nccnc4c3)C2)cc1C (configuration not stated)
    9%	-6%	-1%	-6%	8%	1%	i	0%
> N#CC1(Nc2ccc(-c3ccc(NC4(C#N)CCCC4)cc3)cc2)CCCC1
    nt	-10%	17%	0%	7%	-5%	-24%	-13%
> COc1ccc(-c2cc(=O)oc3cc(OCC(C)=O)ccc23)cc1
    25%	4%	2%	-11%	9%	9%	i	-3%
> CC(C)Cn1c(CN2CCN(C)C(CCO)C2)nc2ccccc21 (configuration not stated)
    -21%	-14%	6%	20%	2%	0%	-6%	-2%

(cont.)
Values run as follows: FUS yeast rescue	TDP-43 yeast inh	EPAC2 antagonist	EPAC1 antag	EPAC2 agonist	EPAC1 ag	PTHR1 ag	aSyn rescue
> CCC1(c2ccc(C)cc2)NC(=O)N(CC(=O)Nc2cccc(S(=O)(=O)N3CCCC3)c2)C1=O (configuration not stated)
    ?	15%	-4%	-3%	15%	7%	-18%	-4%
> CCOC(=O)C(C(=O)OCC)C(=O)c1cc(OC)c(OC)c(OC)c1
    16%	-6%	15%	10%	0%	-2%	-1%	6%
> CCC1CCCCN1C(=O)CSc1nnc(CNC(=O)c2c(F)cccc2Cl)o1 (configuration not stated)
    0%	2%	0%	-5%	8%	2%	i	-2%
> O=C(CSc1nnc(-c2ccc(OC(F)F)cc2)o1)N1CCOCC1
    -7%	-2%	7%	6%	6%	-2%	-27%	0%
> COc1ccc(NC(=O)c2ccc(Cl)cc2)c[n+]1[O-]
    14%	5%	-3%	-4%	13%	6%	i	-4%
> COc1cc(CC(NC(C)=O)C(=O)NC2CCN(C(=O)Nc3ccccc3Cl)CC2)cc(OC)c1 (configuration not stated)
    -21%	22%	9%	11%	10%	16%	-24%	-2%
> CCCN(CCC)CCNC(=O)c1cc2c(=O)n(C)c3ccccc3c2n1C
    -6%	-2%	-5%	3%	3%	5%	-21%	11µM*
> CCOc1ccc(-n2c(SCc3ccc([N+](=O)[O-])cc3)nnc2-c2ccccc2)cc1
    18%	-4%	6%	1%	4%	8%	?	?
> CCC(=O)N1CCc2cc(OC)c(OC)cc2C1COc1ccc(F)cc1 (configuration not stated)
    23%	nt	14µM*	8%	11%	6%	-15%	nt
> CC(=O)c1ccc(OC(=O)CCN2c3ccccc3Sc3ccccc32)cc1
    nt	-10%	-12%	-19%	0%	10%	-25%	-4%
